# From PubChem
# CRFR2-BP antag: antagonists of CRF-BP/CRF-R2 complex, primary screen, cell-based, HEK293, calcium dye fluorescence, uHTS. CRF-induced calcium fluorescence. inhibition, % at 11.8 µM. hit rate 0.59% among 350,000. AID 588475, 2011;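 active = inhibition of the ligand-induced calcium signal above about 50% at the single tested concentration, limit read from the data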
# CHRM4 PAM: human M4 muscarinic receptor positive allosteric modulators, primary screen, CHO-K1 cells, Fluo-8 calcium fluorescence. Muscarinic acetylcholine receptor M4 (Homo sapiens), P08173. CHO-K1 hM4/Gqi5, ACh EC20; 0% = ACh EC20, 100% = maximal ACh. activation, % at 3 µM. hit rate 0.4% among 360,000;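 active = activation above its plate's cutoff, the mean activation of sample wells plus 3 SD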; note: some results filed as inactive read as strong as hits
# pCIP destab: p/CIP-EGFP fusion destabilizers, primary screen, fluorescence, F442A cells. AID 1984, 2009. hit rate 0.01% among 290,000. 16 h. decrease of EGFP signal, % at 10 µM. Q05BA5;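 active = EGFP signal decrease of at least 30% at 10 µM or well 3 SD below plate mean, unless failing retest; inactive = the rest, including hits failing retest or dose response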; note: some compounds called inactive have numbers as strong as hits; many of its hits are not listed in these tables
# PHOSPHO1 block: PubChem AID 1565; Phosphoethanolamine/phosphocholine phosphatase (Homo sapiens), Q8TCT1; recombinant PHOSPHO1, absorbance phosphatase assay; inhibition, % at 13.3 µM; hit rate 1.1% among 290,000; in the data active = inhibition above about 60%
# Target sequence (Q8TCT1 whole entry, looked up): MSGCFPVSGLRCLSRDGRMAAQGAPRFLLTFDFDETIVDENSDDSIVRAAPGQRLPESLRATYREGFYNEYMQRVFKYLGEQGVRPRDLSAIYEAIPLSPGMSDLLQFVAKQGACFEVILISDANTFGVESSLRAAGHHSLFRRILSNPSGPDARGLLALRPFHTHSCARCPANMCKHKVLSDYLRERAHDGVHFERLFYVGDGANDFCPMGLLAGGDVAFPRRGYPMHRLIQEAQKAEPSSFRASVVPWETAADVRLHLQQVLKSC
# MEKK3 PB1 HTS: modulators of MEKK3-MEK5 PB1 binding, primary screen, biochemical, wildtype MEKK3, multiplex bead flow cytometry, Alexa488-MEK5 | bead-based flow cytometry, Alexa488-MEK5 binding to MEKK3; actives lie on both sides; 0 = blocked by unlabeled MEK5, 100 = vehicle | binding response (% of control), % at 10 µM | hit rate 1.4% among 290,000 | AID 1529, 2009;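 active = binding response more than 3 SD above or below the average of its plate-row segment, actives on both sides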;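 note: Alexa488 bead fluorescence after subtracting the streptavidin-only scavenger bead signal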
# Target sequence (Q99759 whole entry, looked up): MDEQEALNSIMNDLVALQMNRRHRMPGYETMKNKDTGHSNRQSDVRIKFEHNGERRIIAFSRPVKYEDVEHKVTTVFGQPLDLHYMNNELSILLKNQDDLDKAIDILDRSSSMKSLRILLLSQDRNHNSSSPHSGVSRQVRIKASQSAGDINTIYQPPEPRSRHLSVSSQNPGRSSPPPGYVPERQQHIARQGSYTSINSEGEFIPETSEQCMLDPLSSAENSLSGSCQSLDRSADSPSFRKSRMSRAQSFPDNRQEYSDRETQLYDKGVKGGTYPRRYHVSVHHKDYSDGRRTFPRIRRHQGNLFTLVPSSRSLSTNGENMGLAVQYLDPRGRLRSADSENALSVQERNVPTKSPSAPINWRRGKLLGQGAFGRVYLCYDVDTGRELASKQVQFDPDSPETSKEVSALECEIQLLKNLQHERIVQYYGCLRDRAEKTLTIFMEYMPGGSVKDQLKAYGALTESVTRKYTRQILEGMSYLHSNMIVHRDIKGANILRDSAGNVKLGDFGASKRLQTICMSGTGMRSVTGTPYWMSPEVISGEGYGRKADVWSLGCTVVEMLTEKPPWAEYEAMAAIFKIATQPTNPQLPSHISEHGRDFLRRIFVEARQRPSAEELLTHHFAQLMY
# GalR3 antagonist: GalR3 antagonists in HEK293 cells, primary screen, cell-based, fluorescence readout; HEK293 GalR3-CNG cAMP membrane potential fluorescence; galR3 body fused to GalR1 C-terminus; inhibition, % at 3 µM; hit rate 0.44% among 360,000; AID 651719, 2012;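 active = inhibition above the screen-wide average plus 3 SD, cut at about 13% in these data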;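 note: forskolin and galanin both at EC90 stimulate the cells; cAMP rise reported by CNG channel membrane potential dye signal; 0% = forskolin plus galanin with DMSO and 100% = forskolin alone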
# CRFBP-R2 agonist: agonists of CRF-BP/CRF-R2 complex, primary screen, cell-based, HEK293, calcium dye fluorescence, uHTS. CRF-binding protein / CRF receptor 2 complex (human). calcium dye fluorescence (FLIPR); percent of saturating CRF peptide response. activation, % at 13.2 µM. hit rate 0.46% among 350,000;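 active = activation of at least 50%, plus an integration ratio under a set limit after plate pattern correction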;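 note: plate controls were neutral control wells without compound for no effect and CRF at EC100 for full effect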
# IDE cell inh: human IDE inhibitors in live cells, primary screen, fluorescence polarization, HEK cells, FAbetaB substrate. FAbetaB cleavage. AID 434962, 2010. inhibition, % at 5.59 µM. hit rate 0.41% among 320,000. Insulin-degrading enzyme (Homo sapiens), P14735;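 active = percent inhibition above the average of all tested compounds plus 3 SD, set per screening campaign, cut at about 16% in these data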;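 note: IDE supplied by intact live HEK cells; FP after avidin binding of uncleaved biotin substrate so inhibition keeps polarization high; 0% = DMSO wells and 100% = 60 µM reference IDE inhibitor Ii1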
# IDE act: human IDE activators in live cells, primary screen, fluorescence polarization, HEK cells, FAbeta-B substrate. Insulin-degrading enzyme (Homo sapiens), P14735. FAbeta-B cleavage; 0% vehicle, 100% cell-free pure enzyme wells. activation, % at 5.96 µM. hit rate 0.073% among 340,000. AID 493087, 2011;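 active = activation above the mean of all tested compounds plus 3 SD, set per screening campaign, cut at about 17% in these data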
# The depositor's hits bear a star; . = not tested or not shown.
SMILES,CRFR2-BP antag,CHRM4 PAM,pCIP destab,PHOSPHO1 block,MEKK3 PB1 HTS,GalR3 antagonist,CRFBP-R2 agonist,IDE cell inh,IDE act
CC(=O)c1ccc(OCCCC(=O)Nc2cccc(S(=O)(=O)N3CCCCCC3)c2)cc1,-2,-4,.,.,.,-6,0.1,3,-1
CCOc1ccc2nc(SCC(=O)N(CC(C)C)c3c(N)n(Cc4ccccc4)c(=O)[nH]c3=O)[nH]c2c1,28,6,.,.,.,-6,-3.4,0,-1
Cc1ccccc1-c1nc(CS(=O)(=O)CC(=O)Nc2cc(F)ccc2F)c(C)o1,-39,-4,4,-14,100,.,6.3,2,0
Cc1cccc(CCNC(=O)C2CCC(=O)N(Cc3ccccc3F)C2)n1 (centres undefined),2,1,6,25,101,-2,1.0,1,4
COc1ccc(OC)c(NC(=S)NCc2ccccc2OC)c1,8,2,2,48,104,-2,-1.8,5,1
Cc1ccccc1OCCNC(=O)CSc1ccc(C(F)(F)F)cc1[N+](=O)[O-],4,6,-12,-35,101,-7,-3.9,0,7
Cc1ccc(NC(=O)C(=O)Nc2ccccn2)cc1,21,1,-2,6,106,-4,-1.8,1,1
CN(Cc1ccccc1)S(=O)(=O)c1ccc(NS(=O)(=O)Cc2ccccc2)cc1,-1,-23,-8,36,87,-2,-4.2,7,5
CCC(C)Sc1nc2c(c(=O)[nH]c(=O)n2C)n1CCc1ccccc1 (centres undefined),-33,12,-13,11,104,2,0.4,1,-1
Cc1ccc(OCC(O)CNC2CCCC2)cc1C (centres undefined),-3,0,-1,10,99,-13,-1.2,3,3
CC(C)(C)C(=O)NCCc1nc2ccccc2n1CC(=O)c1ccccc1,5,11,3,-16,114,.,-4.2,-4,4
CC(=O)Nc1nc2ccc(Br)cc2s1,-27,3,3,-10,.,-5,1.9,5,5
CCOC(=O)[C@H]1[C@H]2COc3ccc(Cl)cc3[C@@H]2N2C(=O)[C@H](C)NC(=O)[C@@]12C,5,-6,.,.,.,.,0.0,.,4
CCOC(=O)C1(CCOc2ccccc2)CCN(Cc2cc(OC)c(O)c(OC)c2)CC1,18,-1,-8,14,98,-5,3.7,-1,0
CC1(C)CC2CC(C)(CN2C(=S)Nc2ccccc2)C1 (centres undefined),-4,1,0,-1,99,-6,0.0,-1,5

# Compound profiles, as listed above.
# CC(=O)c1ccc(OCCCC(=O)Nc2cccc(S(=O)(=O)N3CCCCCC3)c2)cc1 reads CRFR2-BP antag: -2; CHRM4 PAM: -4; pCIP destab: .; PHOSPHO1 block: .; MEKK3 PB1 HTS: .; GalR3 antagonist: -6; CRFBP-R2 agonist: 0.1; IDE cell inh: 3; IDE act: -1
# CCOc1ccc2nc(SCC(=O)N(CC(C)C)c3c(N)n(Cc4ccccc4)c(=O)[nH]c3=O)[nH]c2c1 reads CRFR2-BP antag: 28; CHRM4 PAM: 6; pCIP destab: .; PHOSPHO1 block: .; MEKK3 PB1 HTS: .; GalR3 antagonist: -6; CRFBP-R2 agonist: -3.4; IDE cell inh: 0; IDE act: -1

# Looked up above:
# For GalR3 antagonist, `CN(Cc1ccccc1)S(=O)(=O)c1ccc(NS(=O)(=O)Cc2ccccc2)cc1` has -2
# For CRFR2-BP antag, `CC(=O)Nc1nc2ccc(Br)cc2s1` has -27
# For IDE act, `Cc1ccc(OCC(O)CNC2CCCC2)cc1C` (centres undefined) has 3
# For CRFBP-R2 agonist, `CCOC(=O)C1(CCOc2ccccc2)CCN(Cc2cc(OC)c(O)c(OC)c2)CC1` has 3.7

# The list continues:
SMILES,CRFR2-BP antag,CHRM4 PAM,pCIP destab,PHOSPHO1 block,MEKK3 PB1 HTS,GalR3 antagonist,CRFBP-R2 agonist,IDE cell inh,IDE act
O=C(CCc1ccc(S(=O)(=O)NC2CCCCC2)cc1)Nc1ccccc1,-8,-4,-10,17,105,-5,-2.9,-6,2
C=CCSc1nccc(-c2nn(-c3ccc(C)cc3)ccc2=O)n1,13,13,3,54,80,4,-0.8,6,3
CN(C)S(=O)(=O)c1ccc(S(=O)(=O)N2CCCC(C(=O)NC3CCCC3)C2)cc1 (centres undefined),4,5,-22,15,98,7,2.9,3,-1
Cc1cccc(OCC(=O)OCC(=O)NCC2CCCO2)c1C (centres undefined),-2,2,.,.,.,-6,-0.6,-3,6
O=C(Sc1nnnn1C1CCCCC1)c1cccs1,.,.,0,48,110,.,.,0,.
Cc1nn(C2CCS(=O)(=O)C2)c(Cl)c1/C=C/C(=O)OCC(=O)c1cc(C)n(-c2ccc(F)cc2)c1C (centres undefined),2,-8,-25,0,99,-7,-1.1,1,-4
C#CCNC(=O)C1=C[C@H](c2cn(C(C)=O)c3ccccc23)C[C@H](OCc2ccc(CO)cc2)O1,-1,-10,-5,36,83,0,-1.3,5,0
CCOc1ccccc1-n1c(SCC(=O)Nc2ccccc2C(=O)O)nc2ccccc2c1=O,3,6,-15,-4,101,-7,0.7,12,-3
Cc1ccccc1OCCOC(=O)c1c(-c2ccccc2)noc1C,-10,-13,10,19,101,-7,1.4,-1,6
COc1ccc(CN(C)C(=O)c2ccc(NS(=O)(=O)c3ccc4[nH]c(=O)[nH]c4c3)cc2)c(OC)c1,6,10,-16,17,103,2,-0.5,4,-1
COc1ccc(CCNC(=O)Cc2ccc3c(c2)OCO3)cc1OC,-12,1,-17,-5,107,-8,1.6,-2,5
O=S(=O)(ON(c1ccccc1)S(=O)(=O)c1ccccc1)c1ccccc1,5,18,-8,23,92,-4,-0.6,2,5
CN(CCN1CCOCC1)C(=O)CC1C(=O)NCCN1Cc1ccccc1C(F)(F)F (centres undefined),26,19*,-18,32,98,-9,0.9,0,-6
Nc1nc(Nc2ccccc2)sc1C(=O)c1ccccc1,-69,12*,-4,18,103,-8,-6.5,5,4
O=C1c2cccc3c([N+](=O)[O-])c(O)cc(c23)C(=O)N1Nc1ccccc1,-1,0,-33,32,100,-5,-1.3,-5,0
Cc1ccc(N2C(=O)N(CC(=O)Nc3ccc(C)cc3[N+](=O)[O-])C(=O)C2C)cc1 (centres undefined),4,4,.,.,.,-4,-2.7,0,9
CC(=O)c1c(C)oc2ccc(NS(=O)(=O)c3ccc(O)c(C(=O)O)c3)cc12,-9,1,-1,4,101,-4,1.1,3,5
Cc1ccc(-c2ccc(CCC(=O)O)n2NC(=O)c2ccc([N+](=O)[O-])cc2)cc1,-3,3,-20,46,104,-5,3.4,1,3
O=[N+]([O-])c1cc(C(F)(F)F)ccc1NCCc1ccncc1,-7,2,-16,42,105,-8,-0.9,-1,4
COc1ccc(C2C(C(C)=O)=C(O)C(=O)N2c2ccc(Br)cc2)cc1 (centres undefined),3,3,-1,9,107,-7,-0.8,1,4
CNC(=O)/C(=C/c1ccc2c(c1)OCO2)NC(=O)c1ccc(Br)cc1,10,2,-7,-10,101,2,-1.0,1,2
Cc1[nH]nc(C(F)(F)F)c1N=NN1CCOCC1,20,1,.,.,.,-4,-3.1,.,1
COc1ccccc1N1CCN(C(=O)CCc2nnc3ccc(N4CCC(C)CC4)nn23)CC1,-3,-12,-1,43,103,-1,-1.6,5,1
CCOc1cc(NC(=O)c2ccccn2)c(OCC)cc1NC(=O)c1ccc(C)cc1,0,17,-13,-6,88,-2,-0.2,-2,1
O=C(COc1ccccc1Cl)NNC(=O)c1ccc2c(=O)n3c(nc2c1)CCC3,-1,10,.,.,.,-6,0.9,-4,2
CN(C(=O)c1ccc2c(c1)OCO2)C1CCS(=O)(=O)C1 (centres undefined),8,1,.,.,.,-3,-0.9,-1,1
Cc1ccc(C(=O)NCCN2CCOCC2)c(Cl)c1,0,-2,-2,-28,107,-4,-2.7,8,4
CCN1C(=O)[C@H]2[C@@H](c3ccc(-c4ccc(OC)cc4)cc3)N[C@@](Cc3ccccc3)(C(=O)OC)[C@H]2C1=O,-14,7,.,.,.,-8,2.7,5,-5
CCOc1ccc(/C=N/NC(=O)c2cc(-c3ccccc3)nc3ccccc23)cc1O,6,-9,1,2,103,-11,-1.3,-2,-1
Cc1cc[n+](C(C)C(=O)c2ccc(Cl)cc2)cc1 (centres undefined),10,-9,-2,9,102,-9,1.2,-2,3
CC1CCN(S(=O)(=O)c2ccc3ncn(CC(=O)N(C)Cc4ccccc4)c(=O)c3c2)CC1,-13,4,-2,16,109,-5,-2.1,-2,2
CCCOC(=O)c1ccc(NC(=O)c2ccccc2OC)cc1,-5,1,1,-10,106,-8,-1.4,0,-2
COC(=O)Cc1ccc(OCC(=O)Nc2ccc(OC(F)(F)F)cc2)cc1,18,-5,-12,4,100,1,-2.9,4,3
Cc1ccc(C(=O)N2CCCC(c3ccc(Cl)cc3)=N2)cc1,-105,2,-2,-23,99,-5,3.4,2,8
Cc1cc(C(=O)N/N=C/c2cccn2C)n[nH]1,1,8,-10,-12,106,-2,-0.2,2,-5
COC(=O)CN1C(=O)[C@H]2[C@@H](c3ccc(C)o3)N3C(=O)CN(CC4CC4)C(=O)[C@@]3(C)[C@H]2C1=O,8,6,-6,-13,103,-5,6.2,4,-2
Cc1c(C(=O)Oc2cccc3cccnc23)cccc1[N+](=O)[O-],8,1,4,-20,95,-9,0.7,1,0
Cc1nnc(SCC(=O)Nc2nc(-c3ccc(F)cc3)cs2)[nH]c1=O,-6,5,4,46,121,1,3.7,-4,-1
C/C=C(\C)CN1CCC(n2nccc2NC(=O)CCOc2ccccc2)CC1,6,6,11,-8,101,4,0.3,1,4
CC(C)CC1C(=O)N(Cc2cn(CC3CCCCC3)nn2)CCS(=O)(=O)N1Cc1ccc(-c2ccc(Cl)c(Cl)c2)cc1 (centres undefined),5,9,.,.,.,-8,2.8,.,.
CCn1nc(CC(=O)Nc2nnc(CC(=O)N3CCCCC3)s2)c2ccccc2c1=O,-26,-2,-4,-7,.,-3,1.9,.,7
Cc1cc(/C=N/NC(=O)c2ccc(CN3CCOCC3)cc2)c(C)n1-c1ccccc1,-11,12,-9,0,97,-2,-2.1,-7,8

# CHRM4 PAM, hit marks shown above.
SMILES,CRFR2-BP antag,CHRM4 PAM,pCIP destab,PHOSPHO1 block,MEKK3 PB1 HTS,GalR3 antagonist,CRFBP-R2 agonist,IDE cell inh,IDE act
CN(CCN1CCOCC1)C(=O)CC1C(=O)NCCN1Cc1ccccc1C(F)(F)F (centres undefined),26,19*,-18,32,98,-9,0.9,0,-6
Nc1nc(Nc2ccccc2)sc1C(=O)c1ccccc1,-69,12*,-4,18,103,-8,-6.5,5,4
